Source: PubChem (National Center for Advancing Translational Sciences (NCATS))
PKM2 activator: increases activity of human pyruvate kinase M2; Potency, µM (doses to about 57.5 µM), inactives show at the top dose activation, hits mostly activators; P14618; purified PKM2, Kinase-Glo ATP luminescence, activation; response scale: 0% is enzyme alone, no compound; 260,000 tested, 0.34% active; note: potency is the fitted concentration of half-maximal effect; % is set by controls: 0 for no effect and ±100 for the full control effect; nearly all actives have a fitted effect of over 55% in size
Target sequence (P14618 whole entry, looked up): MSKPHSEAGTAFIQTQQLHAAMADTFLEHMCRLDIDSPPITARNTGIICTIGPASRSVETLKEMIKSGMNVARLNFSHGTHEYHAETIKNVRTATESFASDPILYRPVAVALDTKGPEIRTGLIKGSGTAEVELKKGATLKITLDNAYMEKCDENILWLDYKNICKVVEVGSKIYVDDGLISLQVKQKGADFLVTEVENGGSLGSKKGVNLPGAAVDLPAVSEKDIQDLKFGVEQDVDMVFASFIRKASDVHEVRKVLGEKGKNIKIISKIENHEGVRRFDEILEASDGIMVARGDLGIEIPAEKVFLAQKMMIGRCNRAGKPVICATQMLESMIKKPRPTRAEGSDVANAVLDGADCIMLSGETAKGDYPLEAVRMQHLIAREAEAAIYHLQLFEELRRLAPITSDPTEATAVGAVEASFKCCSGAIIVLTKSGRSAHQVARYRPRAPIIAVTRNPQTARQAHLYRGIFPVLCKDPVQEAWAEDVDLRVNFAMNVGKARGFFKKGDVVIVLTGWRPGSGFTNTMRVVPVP
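Purified hPK-M2 (>95% pure) converted ADP (0.1 mM final) to ATP with 0.5 mM PEP in 50 mM imidazole pH7.2, KCl, MgCl2, Tween 20, BSA; 1 h at room temperature. ATP detected by Kinase-Glo luminescence.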
BRCA1 expr up: increases BRCA1 expression. MCF7-BRCA1-FFLuc reporter, luminescence, 48 h; response scale: scaled: vehicle 0%, 10 µM genistein 100%. Potency, µM (series often up to 46.1 µM), for inactives: at the top dose activation, hits mostly activators. 380,000 tested, 1.1% active. AID 624202; note: potency is the fitted concentration of half-maximal effect; nearly all actives have a fitted effect of over 80% in size; some results filed as inactive show a strong effect at the top dose
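Cells: MCF7-BRCA1-FFLuc, 2000/well. Exposure: 48 h, 37 °C, 5% CO2. Read: luminescence, 15 min post-substrate. Controls: genistein 10 microM (maximal activation), DMSO (neutral).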
FLuc counter: counter-screen for miR-21 project: firefly luciferase inhibitors or activators. P08659. purified FLuc, Km substrates, luminescence inhibition. Potency, µM (top dose mostly 57.5 µM), without a hit: at the highest dose activity change, negative = inhibition, most hits filed as inhibitors. 360,000 tested, 6.9% active. AID 588342;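 note: potency is the fitted concentration of half-maximal effect; plate controls were vehicle for no effect and reference inhibitor for full effect; nearly all actives have a fitted effect of over 55% in size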
Target sequence (P08659 whole entry, looked up): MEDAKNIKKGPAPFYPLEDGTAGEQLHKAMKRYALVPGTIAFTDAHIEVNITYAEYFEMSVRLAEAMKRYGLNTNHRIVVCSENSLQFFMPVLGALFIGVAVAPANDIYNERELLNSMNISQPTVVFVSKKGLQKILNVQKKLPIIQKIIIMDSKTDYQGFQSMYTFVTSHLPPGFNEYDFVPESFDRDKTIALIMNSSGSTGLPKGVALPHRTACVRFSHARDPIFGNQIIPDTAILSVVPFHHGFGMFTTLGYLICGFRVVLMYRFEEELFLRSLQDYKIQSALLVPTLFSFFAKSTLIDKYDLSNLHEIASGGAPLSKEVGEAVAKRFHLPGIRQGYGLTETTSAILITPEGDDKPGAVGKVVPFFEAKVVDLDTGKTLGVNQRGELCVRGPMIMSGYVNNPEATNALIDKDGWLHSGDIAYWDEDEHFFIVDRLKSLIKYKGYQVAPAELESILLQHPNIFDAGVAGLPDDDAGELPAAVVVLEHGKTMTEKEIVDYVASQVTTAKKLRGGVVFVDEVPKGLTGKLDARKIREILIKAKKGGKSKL
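Biochemical qHTS of compounds, final roughly 60 µM downward over six points, against 10 nM purified firefly luciferase using Km concentrations of substrates (10 uM D-luciferin, 10 uM ATP) in Tris acetate pH 7.5 buffer; luminescence output.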
ELG1 genotoxic: inducers of genotoxicity in HEK293T ELG1-luciferase cells | HEK293T ELG1-luciferase reporter, luminescence, 16 h | Potency, µM (doses to about 46 µM), inactives show top-dose activity change, positive = activation, usual class: activators | AID 504466 | 330,000 tested, 1.3% active; note: potency is the fitted concentration of half-maximal effect; % of control where 0% means no effect; nearly all actives have a fitted effect of over 60% in size
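Step 1: seed 2,000 HEK293T ELG1-luciferase cells per well. Step 2: add compound or DMSO, incubate 16 hr at 37 °C. Step 3: ONE-Glo, 30 min at room temperature, read luminescence.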
NPC1 promoter act: activates the NPC1 promoter; Huh7 NPC1 promoter luciferase reporter, 24 h; Potency, µM (titrated, usually from 9.22 µM), for the others: top-dose activation, actives largely listed as activators; 320,000 tested, 2.4% active; AID 485313;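 note: potency is the fitted concentration of half-maximal effect; % of control where 0% means no effect; nearly all actives have a fitted effect of over 60% in size; reporter is driven by a mutant NPC1 promoter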
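Stably transfected Huh7 (NPC1 promoter→luciferase), 1500 cells/well in Opti-MEM + 10% FBS, 2 h settle, then compound 24 h at 37 °C. Luminescence after 10 min with Amplite reagent.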
Gal4-VP16 FLuc: counter-screen for ROR gamma inhibitors: Gal4-VP16 reporter | Drosophila S2 Gal4-VP16 UAS-luciferase, luminescence, 20 h | Potency, µM (series often up to 53.6 µM), for inactives: at the top dose activity, negative = inhibition, hits mostly inhibitors | 310,000 tested, 3.5% active | AID 2546;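 note: Gal4-VP16 expression switched on by copper sulfate through the metallothionein promoter; potency is the fitted concentration of half-maximal effect; % is set by controls: 0 for no effect and ±100 for the full control effect; nearly all actives have a fitted effect of over 50% in size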
Menin MLL FP TR: inhibitors of human menin-MLL interaction, mutant MLL peptide; Menin + Texas Red MLL mutant peptide, fluorescence polarization; O00255; Potency, µM (titrated, usually from 61.6 µM), without a hit: at the top dose FP activity change, negative = inhibition, usual class: inhibitors; 270,000 tested, 0.23% active; active = well fitted inhibition curve with a large enough effect in the polarisation, with a control signal flat, not every such curve was filed as active; inconclusive = small, poorly fitted or top-dose-only effect, or effect the other way, or a change in a side signal; inactive = no such curve, though single readings can be large or run the other way; the % refers to the polarisation; note: potency is the fitted concentration of half-maximal effect; % of control where 0% means no effect; many of its hits are not listed in these tables
RORgamma inh: blocks mouse ROR gamma transcriptional activity; P51450; Drosophila S2 Gal4-RORgamma UAS-luciferase reporter, 20 h; Potency, µM (top dose mostly 53.6 µM), without a hit: at the top dose activity change, negative = inhibition, actives largely listed as inhibitors; 310,000 tested, 5.4% active; AID 2551; note: potency is the fitted concentration of half-maximal effect; % is set by controls: 0 for no effect and ±100 for the full control effect; nearly all actives have a fitted effect of over 60% in size
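Drosophila Schneider cells stably carrying a metallothionein-driven Gal4 DBD–ROR gamma fusion and a UAS-Photinus luciferase reporter were exposed to compound for 1 hr, then induced with copper sulfate (700 uM final) for 20 hr at ambient temperature before luminescence reading.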
Giardia kill: kills Giardia lamblia; activity change, % at 7.66 µM, hits read low; Giardia lamblia trophozoite viability; 340,000 tested, 0.15% active; in the data active = activity change below about -80%; inconclusive = between about -30% and that limit;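 note: parasites exposed to compound for two days anaerobically before the ATP read; % is set by controls: 0 for no effect and ±100 for the full control effect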
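Killing of trophozoites was scored by loss of ATP luminescence after a 48 hrs anaerobic exposure to compounds at 37 deg C, using 100 cells per well.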
Rab9 promoter act: Rab9 promoter activation | Huh7 Rab9 promoter-luciferase reporter, luminescence, 24 h | AID 485297 | 320,000 tested, 2.8% active | Potency, µM (titrated, usually from 9.22 µM), for inactives: at the top dose activation, negative = inhibition, actives largely listed as activators; note: potency is the fitted concentration of half-maximal effect; % of control where 0% means no effect; nearly all actives have a fitted effect of over 60% in size
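Huh7 cells stably carrying a Rab9 promoter-luciferase reporter, 1500 cells per well in OP-MEM I with 10% FBS, treated with compound 24 hours at 37C. Luciferase activity read by luminescence after 10 minutes with Amplite reagent.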
p53 reactivation: mutant p53 re-activation in reporter cells; Potency, µM (doses to about 92.2 µM), for the others: at the highest dose activity change, positive = activation, usual class: activators; 320,000 tested, 0.063% active; AID 504706; H1299 p53-A138V BP100-luciferase reporter, luminescence, 24 h; note: potency is the fitted concentration of half-maximal effect; % of control where 0% means no effect; nearly all actives have a fitted effect of over 45% in size
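H1299 (p53-null), stable ts p53-A138V + BP100-Luc; 1000 cells/well, Opti-MEM/10% FBS; cpd 4 pt, 1:5; 24 h, 37 deg C, 5% CO2; detection reagent 10 min RT; luminescence.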
* marks the source's active call; other numbers are inactive results; u = inconclusive; x = not tested or not shown; & = joins results of further samples; [ ] = another dose, or the depositor's remark. Unless noted, calls come from the whole dose curve; as a rule, active = well fitted curve in the direction sought with a large enough effect; inconclusive = small, poorly fitted or top-dose-only effect, or another doubt; inactive = no such curve, though single readings can be large; an effect the other way counts as inactive or inconclusive. A portion of the library, so the mix of outcomes need not match the whole.

SMILES	PKM2 activator	BRCA1 expr up	FLuc counter	ELG1 genotoxic	NPC1 promoter act	Gal4-VP16 FLuc	Menin MLL FP TR	RORgamma inh	Giardia kill	Rab9 promoter act	p53 reactivation
NC(Cc1ccccc1)c1nc(-c2ccccc2)no1 (stereo not drawn)	4%	x	u	u	24%	22%	x	35%	-2	20%	16%
CC1CN(c2ccc([N+](=O)[O-])cc2Cl)CCN1 (stereo not drawn)	1%	-6%	0%	-5%	-2%	6%	1%	-14%	2	-2%	-1%
CC[N+]12CCC(CC1)C(=C(c1ccccc1)c1ccccc1)C2	-10%	-42%	-6%	-1%	-2%	-10%	-13%	7%	5	2%	-1%
O=c1c2ccccc2nc(/C=C\c2ccccc2[N+](=O)[O-])n1-c1ccccc1O	8%	-53%	0%	-10%	0%	-7%	x	u	-7	2%	-2%
NC(=S)N/N=C/c1coc2ccccc2c1=O	2%	16%	-16%	-5%	8%	u	5%	u	-12	-5%	-3%
CC(Cc1ccccc1)NC(=O)C(c1ccc(N)cc1)c1ccc(N)cc1 (stereo not drawn)	1%	-9%	1%	1%	1%	0%	-10%	14%	-6	5%	x
O=C1C2CCCN2C(c2cccnc2)N1c1cccc(Cl)c1 (stereo not drawn)	2%	-9%	-2%	2%	1%	-1%	0%	5%	8	-8%	-6%
C=CCn1cc(C=C2C(=O)N(C)C(=O)N(C)C2=O)c2ccccc21	x	-44%	0%	1%	-3%	2%	-20%	18%	17	-3%	0%
COC(=O)C1=C(c2cccc(OCc3ccccc3)c2)C[C@@H]2CC[C@H]1N2C(=O)NCCc1ccc(F)cc1	x	-47%	0%	-9%	-9%	x	x	x	-10	-8%	1%
O=C(c1cc(C(=O)NCc2ccccc2)c(=O)n(Cc2ccccc2)c1)c1cc(Br)ccc1O	8%	-77%	2%	-14%	-5%	-11%	u	97%	-5	-6%	0%
CC(C)=CCc1c(O)cc2c(c1O)C(=O)CC(c1ccc(O)cc1)O2 (stereo not drawn)	10%	-32%	u	6%	20%	-11%	x	29%	8	3%	33%
Cc1cccnc1-n1c(CN2C(=O)c3ccccc3C2=O)nc2ccccc2c1=O	1%	4%	1%	1%	-1%	3%	-8%	37%	4	-3%	0%
Cc1nn(Cc2ccccc2Cl)c(Cl)c1C(=O)OCC(=O)NC(=O)NC1CCCCC1	-2%	17%	-8%	-1%	-1%	-9%	-8%	22%	39[activator]	0%	-4%
CC1=CC(=O)C2=C(C)CC(O)C3C(C)C(=O)OC3C12 (stereo not drawn)	2%	-1%	2%	-2%	0%	5%	-7%	24%	18	1%	-2%
O=C(COc1ccc(Cl)cc1)N(c1ccccc1Cl)C1CN2CCC1CC2 (stereo not drawn)	12%	-102%	-2%	0%	-14%	-4%	x	-2%	17	-3%	0%
O=C(c1cn(Cc2ccccc2F)c2ncccc12)C(F)(F)F	x	-2%	5%	-4%	-1%	0%	-13%	31%	8	2%	2%
CCCC(C)n1[nH]c(=O)c2c1NC(=O)CSC2c1ccc(OC)c(OC)c1 (stereo not drawn)	-1%	-16%	3%[2.3 µM]	1%	-2%	10%	4%	-9%	3	-3%	-5%
CN(c1ccccc1)c1ccc([N+](=O)[O-])c2nonc12	x	-30%	u	11%	0%	4%	u	-1%	-83*	13%	1%
CCOc1ccc(N2C(=O)c3ccccc3C2=O)cc1	-1%	-1%	-13%	u	0%	-2%	x	43%	21	-1%	11%
CCOc1cc2c(cc1OCC)-n1cccc1C(c1ccc(C(C)C)cc1)NC2 (stereo not drawn)	x	x	-1%	7%	-7%	u	u	u	12	0%	-3%
Cc1ncc(CN2CCCC(C(=O)c3cccc(OC(C)C)c3)C2)s1 (stereo not drawn)	-3%	-11%	0%	1%	-4%	26%	-25%	u	24	-9%	0%
COCCNC(=O)CN1C2CCC1CC(O)(c1cccnc1)C2 (stereo not drawn)	6%	24%	0%	3%	-4%	-2%	-21%	-14%[1.91 µM]	4	3%	5%
O=C1NC(=O)C(Sc2ccccc2[N+](=O)[O-])C(=O)N1	2%	-4%	5%	-2%	-7%	-1%	u	0%	8	-1%	11%
O=C(Nc1cccnc1)c1c(O)c2c(n(Cc3ccccc3)c1=O)CCCC2	1%	1%	2%	8%	1%	2%	-4%	1%	-8	-8%	-10%
CC(C)C[C@H]1C(=O)N2CCC[C@H]2[C@]2(O)O[C@](NC(=O)[C@@H]3C=C4c5cccc6[nH]cc(c56)C[C@H]4N(C)C3)(C(C)C)C(=O)N12	x	3%	-2%	-19%	-6%	x	x	x	7	-4%	-3%
CCOc1ccc(N2C(=O)NC(=O)/C(=C\c3ccccc3[N+](=O)[O-])C2=O)cc1	8%	-6%	-5%	-3%	3%	-1%	x	6%	-6	1%	7%
COC(=O)C1=C(c2cccc(C#N)c2)C[C@@H]2CC[C@H]1N2C(=O)NCC1CC1	x	7%	-2%	3%	-1%	x	x	x	0	-7%	u
COc1nc2ccccc2c(=O)n1-c1ccc(C)cc1	1%	6%	u	0%	1%	-4%	2%	6%	26	-6%	9%
COc1ccc2c(c1)c(C(=O)O)c(C)n2CC(C)C	3%	20%	4%	4%	1%	-7%	2%	19%	6	3%	5%
COc1cc2c(cc1OC)C(C(=O)N(C)C1CCCCC1)C1CCCCN1C2=O (stereo not drawn)	-1%	-31%	-1%	3%	-5%	-2%	-6%	6%[10 µM]	2	-11%	-4%
CCC(=O)c1ccc(OC)c(OC)c1	-1%	23%	-3%	18%	-6%	4%	0%	7%	8	15%	0%
O=C(c1cc(F)ccc1F)C1CCCN(Cc2cccc(Cl)c2)C1 (stereo not drawn)	1%	-15%	-1%	-3%	2%	-1%	u	16%	-13	3%	1%
C=CCC1(Nc2ccccc2)CC(C)N(C)CC1C (stereo not drawn)	-1%	-5%	3%	-4%	1%	6%	x	0%	-2	6%	-4%
Cc1ccc(O)c(C(=O)c2cc(C(=O)NCc3ccccc3)c(=O)n(Cc3ccccc3)c2)c1	-16%	-37%	0%	-6%	-1%	-3%	-8%	21%	-17	-1%	-7%
O=C(O)CCn1cc(C=C2C(=O)NC(=S)NC2=O)c(-c2cccc(Cl)c2)n1	19%	-4%	21µM*	3%	-4%	3%	-2%	-9%	5	2%	0%
Cc1nnc2n1-c1ccc(Cl)cc1C(c1ccccc1)=NC2	3%	x	4%	x	-4%	25%&25%	-2%&-7%	2.5µM*	x	-3%	x
O=C1NCCN2CCCC12 (stereo not drawn)	-17%	5%	1%	1%	2%	-5%	-5%	-12%	13	-3%	-2%
O=C(NCC(c1cccnc1)N1CCN(c2ccccc2F)CC1)Oc1ccccc1 (stereo not drawn)	-11%	-15%	5%	-5%	-2%	1%	-4%	5%	8	-2%	-3%
COc1ccc(-c2nn(CCC#N)cc2C(=O)NCc2ccccc2)cc1	-7%	-9%	-2%	1%	-6%	-3%	x	30%	-13	0%	-5%
Nc1ncc(P(=S)(N2CCOCC2)N2CCOCC2)s1	-5%	10%	1%	-2%	-1%	-1%	13%	-29%[10 µM]	-23	-8%	3%
Cc1[nH]c(=S)c(C#N)c2c1CCCC2	5%	3%	u	-12%	-1%	u	20%	u	-3	0%	-4%
COc1cccc(OCC(=O)N2CCN(C)CC2)c1	-13%	38%	-8%	1%	7%	-7%	4%	29%	-17	13%	10%
C=CCn1c(O)c(/C=C2\C=Nc3ccccc32)c(=O)[nH]c1=O	u	-16%	-5%	-1%	6%	5%	x	26%	-3	2%	0%
CNC(=O)Oc1cccc(-c2cn3cc(Cl)ccc3n2)c1	-55%	-64%	2.7µM*	u	3.2µM*	5µM*	0%	-40%	u	3.5µM*	x
C=CCN1C(=O)NC(=O)/C(=C/c2ccc(OC)c(COc3ccc(NC(C)=O)cc3)c2)C1=O	-1%	-40%	u	1%	-1%	-5%	x	-2%	3	-2%	0%
O=S(=O)(Nc1ccc(-c2nc3ccccc3o2)cc1)c1ccccc1	2%	57%	u	15%	13%	8%	u	u	-9	8%	16%
CCc1ccccc1NC(=O)N1C[C@H]2C[C@@H](C1)c1cccc(=O)n1C2	3%	0%	-1%	-6%	4%	0%	3%	-19%	u	-4%	9%
Cc1ccc(Cn2cc(C=O)c(-c3ccc(C)cc3)n2)cc1	0%	70%	17µM*	u	25%	29%	-7%	u	-3	u	u
N#Cc1cc2c(nc1SCC(=O)Nc1ccc(Cl)cc1)C1CCN2CC1	8%	-1%	u	-4%	u	10%	19%	30%	6	25%	u
